# Compound activity: PubChem BioAssay, National Center for Advancing Translational Sciences (NCATS)
# Nrf2 ARE act = Nrf2 pathway activation; AREc32 ARE-luciferase reporter (MCF7-derived line), luminescence, 24 h; AID 624171; 410,000 tested, 0.31% active; Potency, µM (highest dose often 46.1 µM), for the others: at the highest dose activation, usual class: activators; note: potency is the fitted concentration of half-maximal effect; % of control where 0% means no effect; nearly all actives have a fitted effect of over 65% in size
#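 Cells of the AREc32 ARE-luciferase line are plated in OPTI-MEM containing 5% FBS and left overnight at 37 deg C. Compounds are pinned in, incubation continues 24 hr, and firefly luciferase signal is then measured.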
# S2 tox = reduces viability in counter-screen for ATXN expression inhibitors; S2 cells (HEK-293 line with an ATXN2-luciferase reporter) viability, CellTiter-Fluor protease fluorescence, 24 h; Potency, µM (highest dose often 56.7 µM), usual class: cytotoxic; 400,000 tested, 0.49% active; note: potency is the fitted concentration of half-maximal effect; nearly all actives have a fitted effect of over 40% in size
# EPAC2 agonist = EPAC2 (human) agonism | Q8WZA2 | Potency, µM (series often up to 154 µM), inactives show at the top dose activation, usual class: activators | 360,000 tested, 0.079% active | EPAC2 activation, biochemical qHTS; response scale: 100% = 6.5 mM cAMP response; note: potency is the fitted concentration of half-maximal effect; nearly all actives have a fitted effect of over 50% in size
# Target sequence (Q8WZA2 whole entry, looked up): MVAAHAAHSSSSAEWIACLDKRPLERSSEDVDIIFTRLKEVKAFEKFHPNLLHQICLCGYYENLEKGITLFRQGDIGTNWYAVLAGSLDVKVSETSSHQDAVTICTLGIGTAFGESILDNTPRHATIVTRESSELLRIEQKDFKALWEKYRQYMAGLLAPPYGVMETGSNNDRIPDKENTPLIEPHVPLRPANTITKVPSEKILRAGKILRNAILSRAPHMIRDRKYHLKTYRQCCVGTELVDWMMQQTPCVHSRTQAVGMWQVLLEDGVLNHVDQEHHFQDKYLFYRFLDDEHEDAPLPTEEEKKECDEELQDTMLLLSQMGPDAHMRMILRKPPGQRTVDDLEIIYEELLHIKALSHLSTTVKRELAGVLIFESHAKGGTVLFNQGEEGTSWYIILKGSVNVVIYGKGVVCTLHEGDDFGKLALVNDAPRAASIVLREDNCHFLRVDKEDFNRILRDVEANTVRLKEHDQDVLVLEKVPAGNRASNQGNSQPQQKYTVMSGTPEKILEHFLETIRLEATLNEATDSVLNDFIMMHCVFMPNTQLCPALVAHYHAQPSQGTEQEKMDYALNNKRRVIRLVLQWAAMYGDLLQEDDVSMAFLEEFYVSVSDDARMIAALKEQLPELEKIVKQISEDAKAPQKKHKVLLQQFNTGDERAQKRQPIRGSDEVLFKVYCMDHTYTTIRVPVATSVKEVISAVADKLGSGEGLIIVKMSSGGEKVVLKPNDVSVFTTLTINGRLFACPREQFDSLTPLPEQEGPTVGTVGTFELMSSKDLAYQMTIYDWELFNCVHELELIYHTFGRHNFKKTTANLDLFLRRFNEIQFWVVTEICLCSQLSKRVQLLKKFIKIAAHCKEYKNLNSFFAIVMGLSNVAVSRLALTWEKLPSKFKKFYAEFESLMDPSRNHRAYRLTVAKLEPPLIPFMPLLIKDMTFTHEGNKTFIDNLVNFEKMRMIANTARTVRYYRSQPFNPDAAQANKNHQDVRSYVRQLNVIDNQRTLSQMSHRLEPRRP
#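 Nucleotide exchange monitored as fluorescence drop when BODIPY-GDP leaves Rap1B. Reaction: 100 nM EPAC2, 250 nM RAP1B-BODIPY-GDP, 50 uM GDP, room temperature, kinetic read over 30 min. Activity expressed relative to 6.5 mM cAMP.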
# TGFb inhibitor = blocks TGF-b signaling; 410,000 tested, 1.2% active; HepG2 CAGA-GFP TGF-b/SMAD3 reporter, GFP fluorescence, 18 h; TGF-beta stimulated, 500 pg/mL final; Potency, µM (top dose mostly 46.1 µM), without a hit: at the highest dose activity, negative = inhibition, most hits filed as inhibitors; AID 588855; note: potency is the fitted concentration of half-maximal effect; % is set by controls: 0 for no effect and ±100 for the full control effect; nearly all actives have a fitted effect of over 65% in size
#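 GFP signal (ex488/em500-530) from TGF-beta-stimulated HEPG2 CAGA-GFP cells, 500 pg/mL final, 18 h at 37 degrees C in DMEM plus 1% FBS, normalized to unstimulated and DMSO-stimulated controls.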
# ATXN2 expr inh = ATXN2 expression inhibition; AID 1745845; HEK-293 ATXN2-luciferase reporter, luminescence, 24 h; Potency, µM (doses to about 57 µM), inactives show top-dose activity change, negative = inhibition, usual class: inhibitors; 360,000 tested, 0.72% active; note: potency is the fitted concentration of half-maximal effect; % is set by controls: 0 for no effect and ±100 for the full control effect; nearly all actives have a fitted effect of over 55% in size
#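 ATXN2-luciferase reporter cells (luciferase flanked by upstream and downstream ATXN2 gene portions) were treated 24 h at 37 °C with compounds at up to 57 uM. SteadyGlo luminescence gave expression; GF-AFC fluorescence gave viability.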
# A549 tox = A549 cytotoxicity, counter-screen for Nrf2 inhibitors; A549 ARE-Fluc cells, CellTiter-Fluor viability, 18-24 h; Potency, µM (top dose mostly 46 µM), inactives show at the top dose activity change, negative = cytotoxicity, most hits filed as inhibitors; 390,000 tested, 0.16% active; AID 504648; note: potency is the fitted concentration of half-maximal effect; % is set by controls: 0 for no effect and ±100 for the full control effect
#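 A549 ARE-Fluc cells in 5% FBS OPTI-MEM, 5000 cells/well, rested 2 h then exposed to compounds in concentration-response for 18-24 h at 37 °C. Viability by CellTiter-Fluor fluorescence (Ex 405/Em 525) after 30 min; luciferase luminescence (BugLite, 15 min, RT) read afterwards.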
# Nrf2 block = Nrf2 pathway inhibition. A549 ARE-Fluc reporter, luciferase luminescence, 18-24 h. Potency, µM (top dose mostly 46 µM), without a hit: at the highest dose activity change, negative = inhibition, actives largely listed as inhibitors. 360,000 tested, 2.1% active; note: potency is the fitted concentration of half-maximal effect; % is set by controls: 0 for no effect and ±100 for the full control effect; nearly all actives have a fitted effect of over 60% in size
#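 In this cell-based qHTS, ARE-driven firefly luciferase in A549 cells reports Nrf2 activity; the luminescent signal after BugLite lysis is the measured value, with a prior CellTiter-Fluor read for cell health.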
# IL2 activator = IL-2 activation | activation, % (series mostly up to about 46 µM) | 360,000 tested, 0.065% active | IL-2 activation reporter assay, cell-based qHTS; stimulated with anti-CD3/CD4/CD28 beads; in transgenic mouse T cells; in the data active = activation above about 50%; inconclusive = mostly about 30% to 49%; note: 0% is about no effect
#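 Readout is EGFP and DsRed signal by fluorescent plate cytometry after 18 h at 37 degrees C. Transgenic mouse T cells (750/well) received compound for 60 min before bead stimulation (anti-CD3, anti-CD4, anti-CD28); memory T cells served as non-tolerant control.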
# HepG2 tox = kills HepG2 cells in TGF-b inhibitor counter-screen. 410,000 tested, 0.76% active. Potency, µM (series often up to 46.1 µM), for inactives: at the highest dose activity change, negative = cytotoxicity, usual class: cytotoxic. HepG2 CAGA-GFP viability, ATP luminescence, 18 h. AID 588856; note: potency is the fitted concentration of half-maximal effect; some results filed as inactive show a strong effect at the top dose
#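 HepG2 CAGA-GFP cells (1000/well, DMEM with 1% FBS) received compound, then TGF-beta at 500 pg/mL final, and were incubated 18 hours at 37 degrees C. Viability was read by CellTiter-Glo luminescence. Media-only wells were set as complete cell-killing and DMSO as no toxicity.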
# Numbers without * were called inactive; i = inactive; ? = inconclusive; · = not tested or not shown; [ ] = remark or other dose. Unless noted, calls come from the whole dose curve; as a rule, active = well fitted curve in the direction sought with a large enough effect; inconclusive = small, poorly fitted or top-dose-only effect, or another doubt; inactive = no such curve, though single readings can be large; an effect the other way counts as inactive or inconclusive.
SMILES,Nrf2 ARE act,S2 tox,EPAC2 agonist,TGFb inhibitor,ATXN2 expr inh,A549 tox,Nrf2 block,IL2 activator,HepG2 tox
O=C(Nc1ccccc1C(F)(F)F)c1ccc2nccnc2c1,0.5%,i,0%,1%,10%,-10%,15%,-2.4,2%
O=C(CN1CCN(S(=O)(=O)c2cccc(Cl)c2)CC1)NCC1(N2CCOCC2)CCCCC1,0.5%,i,4%,-20%,-13%,0%,0%,0.2,-3%
Cc1cccc(OCCSc2nc3ccccc3n2CC(=O)N2CCOCC2)c1,0.4%,·,·,·,·,0%,6%,·,-17%
O=C(Nc1ccccc1C(F)(F)F)N1CCOc2ccc(Cl)cc21,-0.7%,·,·,0%,·,-7%,-14%,·,-30%
Cc1ccc(C2c3c(oc4ccccc4c3=O)C(=O)N2c2nnc(C)s2)cc1 (centres undefined),0.5%,·,·,-8%,·,-4%,·,·,-2%
Cn1c(=O)n(C)c(=O)n(CC(=O)N2CCCCC2)c1=O,-0.6%,i,3%,0%,-2%,14%,7%,-3.4,5%
O=C(CSc1ncnc2sccc12)N1CCN(C(=O)c2cccs2)CC1,3.2%,i,2%,-17%,4%,7%,-4%,-3.2,-19%
O=C1CN(C(=O)N[C@@H](Cc2ccccc2)C(=O)N[C@@H](Cc2ccccc2)C(=O)O)c2ccccc2N1,-0.9%,i,11%,-13%,-6%,5%,-24%,-1.1,-18%
CS(=O)(=O)N1CCN(C(=O)c2cc(-c3cccnc3)nc3ccc(Cl)cc23)CC1,0.0%,i,1%,13%,-34%,-1%,20%,0.0,3%
O=[N+]([O-])c1cc(CN2CCCC2)ccc1Sc1ccc(Cl)cc1,6.8%,i,14%,?,-12%,5%,6%,0.3,-50%
CCN(C(=O)Cc1c(C(=O)O)c(C)cn1C)c1cccc(Cl)c1,-0.5%,i,·,24%,2%,-1%,·,·,1%
Cc1ccc2cc(C#N)c(N3CCCN(C(=O)C4CCCO4)CC3)nc2c1 (centres undefined),0.2%,·,6%,-11%,·,-12%,?,-0.4,-5%
COc1ccc(-n2cnc3cc(NCc4ccccn4)ccc32)cc1,3.1%,i,8%,-6%,23%,21%,-17%,-2.6,-9%
CC(OC(=O)c1cnc2ccccc2n1)c1ccccc1Cl (centres undefined),-0.2%,i,10%,1%,38%[activator],1%,27%,-3.9,9%
O=C(O)COc1ccc(Br)cc1CP(=O)(c1ccccc1)c1ccccc1,-1.4%,i,4%,-9%,-6%,5%,4%,0.9,7%
COc1ccc(-c2ccc(=O)n(CC(=O)Nc3cc(OC)ccc3OC)n2)cc1,1.7%,i,·,-14%,-15%,6%,·,·,-1%
CC(=O)N(Cc1cccnc1)c1cccc(-c2nc3ccccc3s2)c1,3.7%,i,11%,-23%,-29%,1%,?,-1.0,-5%
COc1ccc(C(=O)NC(=S)Nc2ccc(N3CCOCC3)cc2)cc1Cl,2.8%,i,12%,-15%,-24%,-6%,-2%,1.0,4%
CCn1cc(C(=O)O)c(=O)c2cc(F)c(N3CCN(S(=O)(=O)c4ccc(NC(C)=O)cc4)CC3)cc21,0.2%[9.22 µM],i,-5%,-8%,7%,1%,10%,-0.3,0%
CC(C)C1Oc2ccccc2N(CC(=O)NC2CCCCC2)C1=O (centres undefined),2.2%,i,-5%,-18%,-9%,?,6%,0.8,-14%
CN1CCN(S(=O)(=O)c2ccc(NC(=S)NC(=O)c3ccc(Cl)cc3)cc2)CC1,6.3%,?,7%,1%,-17%,-3%,11%,0.5,-14%
CCOC(=O)C1=C(N)OC2=C(C(=O)CC(C)(C)C2)C1C1CCCCC1 (centres undefined),0.0%,i,10%,-18%,-11%,0%,·,1.1,-7%
O=C(CNC(=O)N1CC(=O)Nc2ccccc21)Nc1cc(Cl)ccc1Cl,0.5%,i,1%,-24%,·,-8%,-4%,0.1,-21%
COc1ccc(C(=O)Nc2ccccc2C(=O)O)cc1NC(=O)C(c1ccccc1)c1ccccc1,3.5%,i,2%,?,·,15%,11%,-0.4,-29%
Cc1ccc(Cl)cc1N1CCN(C(=O)C2(S(=O)(=O)c3ccc(Cl)cc3)CC2)CC1,0.3%,?,7%,-29%,?,0%,?,2.1,-23%
Cc1nn(-c2ccccc2)c(N2CCCC2)c1/C=N/NC(=O)c1cc(-c2cccs2)nc2ccccc12,0.2%,i,8%,-6%,5%,-12%,-7%,2.1,8%
CC(C)[C@H](NC(=O)c1ccc(Cl)c([N+](=O)[O-])c1)C(=O)NCc1ccc(Cl)cc1Cl,0.1%,i,-15%,1%,-20%,1%,-5%,-0.3,5%
O=C(NCCN1CCOCC1)c1cc(-c2ccc(F)cc2)on1,8.2%,i,6%,-3%,-21%,20%,3%,-3.5,-33%
CCCN(CCC)C(=O)Cn1c(=O)n(-c2ccc(CC)cc2)c(=O)c2c3c(sc21)CCC3,-1.0%,i,·,-7%,2%,2%,16%,·,-2%
CSc1ccc(NC(=O)/C=C/C(=O)O)cc1,4.0%,i,10%,3%,-10%,-4%,?,2.3,-1%
CC1CN(C(=O)COC(=O)c2ccc(NC(=O)CC#N)cc2)CC(C)O1 (centres undefined),-0.6%,·,4%,9%,8%,13%,6%,-0.3,35%
CCc1nnc(NC(=O)c2ccc(C)o2)s1,3.4%,i,0%,1%,12%,6%,22%,-0.4,1%
CC(=O)Nc1ccc(S(=O)(=O)N2CCN(C(=O)C3COc4ccccc4O3)CC2)cc1 (centres undefined),-0.2%,·,14%,-6%,2%,-1%,?,-1.2,2%
CCCn1c(O)c(N=NC(=O)CNC(=O)c2cccnc2)c2ccccc21,0.2%,i,1%,-9%,3%,4%,-11%,-4.5,-8%
COc1ccc(NC(=O)Cn2ccn(Cc3ccccc3)c(=O)c2=O)cc1Cl,1.8%,·,·,-1%,·,-7%,-14%,·,-9%
CN(CCOc1ccccc1)c1ccc(S(=O)(=O)N2CCCCC2)cn1,0.3%,i,12%,?,2%,-5%,-16%,-4.9,3%
CC(=O)N(CCc1ccccc1C)Cc1cc2ccc(C)cc2[nH]c1=O,-0.6%,i,0%,-10%,-17%,1%,?,3.1,-25%
NC(=O)[C@@H]1CCCN1Cc1nc(-c2cccs2)no1,-0.5%,i,16%,-13%,-16%,-10%,-11%,1.2,-29%
CCN(CC)CCn1c(NCc2ccc(OC)cc2)nc2ccccc21,4.0%,i,7%,-4%,-13%,0%,?,2.7,-34%
CCC(=O)NC(=S)Nc1ccc(NC(=O)c2ccccc2[N+](=O)[O-])cc1,-0.8%,i,-2%,0%,-3%,9%,-22%,-0.4,-25%
Cn1ccn(CCCCCCn2ccn(C)c2=S)c1=S,-0.2%,i,0%,-7%,·,·,·,-3.4,-22%
O=C(Nc1ccc2c(c1)OCO2)[C@@H]1CCCN1S(=O)(=O)c1cccc2cccnc12,-0.6%,i,14%,?,2%,-8%,-7%,0.3,2%
Cc1cccc(NC(=O)c2ccc(-n3cnc4cccnc43)cc2)c1C,-1.1%,i,·,3%,22%,5%,1%,·,-20%
CC(=O)Nc1ccc(S(=O)(=O)N(C)c2ccccc2)cc1,-0.1%,i,5%,-9%,15%,-5%,·,-2.8,0%
Cc1nn(-c2ccccc2)c(N)c1C(c1ccccc1)c1c(C)nn(-c2ccccc2)c1N,1.6%,i,-1%,2%,22%,1%,12%,-0.5,-2%
CN(C)c1ccc(CN(C(=O)c2cc3ccccc3oc2=O)C2CCS(=O)(=O)C2)cc1 (centres undefined),4.3%,i,-2%,?,44%[activator],4%,18%,-0.8,-56%
O=S(=O)(c1c(F)cccc1F)N1CCCC2CCCCC21 (centres undefined),-0.9%,i,-6%,?,1%,1%,0%,-3.5,-24%

# Exported as tab-separated lines: part of the list above.
SMILES	Nrf2 ARE act	S2 tox	EPAC2 agonist	TGFb inhibitor	ATXN2 expr inh	A549 tox	Nrf2 block	IL2 activator	HepG2 tox
COc1ccc(-n2cnc3cc(NCc4ccccn4)ccc32)cc1	3.1%	i	8%	-6%	23%	21%	-17%	-2.6	-9%
CC(OC(=O)c1cnc2ccccc2n1)c1ccccc1Cl (centres undefined)	-0.2%	i	10%	1%	38%[activator]	1%	27%	-3.9	9%
O=C(O)COc1ccc(Br)cc1CP(=O)(c1ccccc1)c1ccccc1	-1.4%	i	4%	-9%	-6%	5%	4%	0.9	7%
COc1ccc(-c2ccc(=O)n(CC(=O)Nc3cc(OC)ccc3OC)n2)cc1	1.7%	i	·	-14%	-15%	6%	·	·	-1%
CC(=O)N(Cc1cccnc1)c1cccc(-c2nc3ccccc3s2)c1	3.7%	i	11%	-23%	-29%	1%	?	-1.0	-5%
COc1ccc(C(=O)NC(=S)Nc2ccc(N3CCOCC3)cc2)cc1Cl	2.8%	i	12%	-15%	-24%	-6%	-2%	1.0	4%
CCn1cc(C(=O)O)c(=O)c2cc(F)c(N3CCN(S(=O)(=O)c4ccc(NC(C)=O)cc4)CC3)cc21	0.2%[9.22 µM]	i	-5%	-8%	7%	1%	10%	-0.3	0%
CC(C)C1Oc2ccccc2N(CC(=O)NC2CCCCC2)C1=O (centres undefined)	2.2%	i	-5%	-18%	-9%	?	6%	0.8	-14%
CN1CCN(S(=O)(=O)c2ccc(NC(=S)NC(=O)c3ccc(Cl)cc3)cc2)CC1	6.3%	?	7%	1%	-17%	-3%	11%	0.5	-14%
